# Screening data as filed in PubChem BioAssay.
# MBNL1-CUG inh: inhibitors of human MBNL1 binding to CUG repeat RNA. 280,000 compounds, 0.036% hits. AID 2675. Q9NR56. TR-FRET MBNL1-His/biotin-(CUG)12 binding, 665/545 ratio. Potency, µM (top dose mostly 57.5 µM), for inactives: top-dose activity change, negative = inhibition, actives largely listed as inhibitors; active = well fitted inhibition curve with a large enough effect in the signal ratio, with a control signal flat, not every such curve was filed as active; inconclusive = small, poorly fitted or top-dose-only effect, or effect the other way, or a change in a side signal; inactive = no such curve, though single readings can be large or run the other way; the % refers to the signal ratio; note: potency is the fitted concentration of half-maximal effect; % is set by controls: 0 for no effect and ±100 for the full control effect
#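 Compound titration spanned 92 nM–58 uM against the MBNL1-His/biotin-(CUG)12 complex. After 60 min at room temperature with 5 nM streptavidin-XL665 and 0.055 ng/ul terbium anti-His, ratiometric 665/545 nm emission (Ex 340 nm) normalized to controls.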
# A-T KAP1 phos: potential ataxia-telangiectasia treatments restoring KAP-1 phosphorylation; […] A-T fibroblasts, KAP-1 phosphorylation AlphaLISA; neocarzinostatin DNA damage 30 min before lysis; Potency, µM (top dose mostly 57.5 µM), without a hit: at the highest dose activation, usual class: activators; 320,000 compounds, 0.19% hits; note: potency is the fitted concentration of half-maximal effect; % of control where 0% means no effect; nearly all actives have a fitted effect of over 45% in size
#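 ATM-like activity read as KAP-1 phosphorylation via AlphaLISA donor/acceptor antibody pairs after lysis and 6 hr at 25C. Cells were ATM-null patient fibroblasts ([…], hTERT), dosed 60 min, then exposed to the DSB inducer NCS for 30 min.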
# Mito fusion act: blocks mitochondrial division or promotes mitochondrial fusion | S. cerevisiae fusion-defective mutant growth rescue, CellTiterGlo 48 h | Potency, µM (series often up to 46.1 µM), for the others: at the top dose growth rescue (activation), hits mostly activators | 320,000 compounds, 0.23% hits;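 note: potency is the fitted concentration of half-maximal effect; % of control where 0% means no effect; nearly all actives have a fitted effect of over 45% in size; temperature-sensitive fusion mutants such as fzo1-1 at 37 °C on non-fermentable ethanol glycerol medium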
#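 Read-out: ATP-based luminescence (CellTiterGlo, 10 min ambient) reporting growth of fusion-defective ts yeast after 48 hours at 37C on glycerol/ethanol YPEG medium in the presence of compound.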
# Menin MLL FP TR: menin-MLL binding inhibition, Texas Red mutant peptide | O00255 | Menin + Texas Red MLL mutant peptide, fluorescence polarization | 270,000 compounds, 0.23% hits | Potency, µM (series often up to 61.6 µM), inactives show at the top dose FP activity change, negative = inhibition, actives largely listed as inhibitors | AID 1768; active = well fitted inhibition curve with a large enough effect in the polarisation, with a control signal flat, not every such curve was filed as active; inconclusive = small, poorly fitted or top-dose-only effect, or effect the other way, or a change in a side signal; inactive = no such curve, though single readings can be large or run the other way; the % refers to the polarisation; note: potency is the fitted concentration of half-maximal effect; % of control where 0% means no effect; many of its hits are not listed in these tables
# S-ASM inh: human S-ASM enzyme inhibition; P17405; placental ASM, HMU-PC fluorogenic substrate, 60 min; Potency, µM (doses to about 57.5 µM), for the others: at the top dose activity change, negative = inhibition, usual class: inhibitors; 340,000 compounds, 0.006% hits; note: potency is the fitted concentration of half-maximal effect
#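 qHTS format. ASM enzyme prepared from human placenta hydrolyses the fluorogenic substrate HMU-PC0 (9 uM final) over 60 min at 37 °C after a 10 min compound preincubation.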
# CXXC DNA block: MLL CXXC-DNA interaction inhibition; Q03164; MLL-CXXC / FITC-HOXA9 DNA fluorescence polarization; Potency, µM (titrated, usually from 115 µM), for the others: top-dose activity change, negative = inhibition, usual class: inhibitors; 290,000 compounds, 0.037% hits; AID 2662; active = well fitted inhibition curve with a large enough effect in the polarisation, with a control signal flat, not every such curve was filed as active; inconclusive = small, poorly fitted or top-dose-only effect, or effect the other way, or a change in a side signal; inactive = no such curve, though single readings can be large or run the other way; the % refers to the polarisation; note: potency is the fitted concentration of half-maximal effect
#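 Fluorescence polarization: 7 uM MLL-CXXC (stock) preincubated 5 min with compounds, then 50 nM fluorescein-HOX-A9 DNA (stock) added; 30 min ambient. Buffer 50 mM Tris-HCl pH 7.5, 50 mM NaCl, 1 mM DTT, 0.05% BSA.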
# TSHR antag: blocks TSH signaling through the human TSH receptor; AID 504810; 330,000 compounds, 0.2% hits; TSHR-expressing cells, TSH-stimulated cAMP HTRF, 2 h; stronger effect = lower value; activity change, negative = inhibition, % at 11.5 µM;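 active = activity change below a set negative limit, meaning inhibition stronger than a set level, cut at about -70% in these data; inconclusive = activity change between two set negative limits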; note: % is set by controls: 0 for no effect and ±100 for the full control effect
# Target sequence (P16473 whole entry, looked up): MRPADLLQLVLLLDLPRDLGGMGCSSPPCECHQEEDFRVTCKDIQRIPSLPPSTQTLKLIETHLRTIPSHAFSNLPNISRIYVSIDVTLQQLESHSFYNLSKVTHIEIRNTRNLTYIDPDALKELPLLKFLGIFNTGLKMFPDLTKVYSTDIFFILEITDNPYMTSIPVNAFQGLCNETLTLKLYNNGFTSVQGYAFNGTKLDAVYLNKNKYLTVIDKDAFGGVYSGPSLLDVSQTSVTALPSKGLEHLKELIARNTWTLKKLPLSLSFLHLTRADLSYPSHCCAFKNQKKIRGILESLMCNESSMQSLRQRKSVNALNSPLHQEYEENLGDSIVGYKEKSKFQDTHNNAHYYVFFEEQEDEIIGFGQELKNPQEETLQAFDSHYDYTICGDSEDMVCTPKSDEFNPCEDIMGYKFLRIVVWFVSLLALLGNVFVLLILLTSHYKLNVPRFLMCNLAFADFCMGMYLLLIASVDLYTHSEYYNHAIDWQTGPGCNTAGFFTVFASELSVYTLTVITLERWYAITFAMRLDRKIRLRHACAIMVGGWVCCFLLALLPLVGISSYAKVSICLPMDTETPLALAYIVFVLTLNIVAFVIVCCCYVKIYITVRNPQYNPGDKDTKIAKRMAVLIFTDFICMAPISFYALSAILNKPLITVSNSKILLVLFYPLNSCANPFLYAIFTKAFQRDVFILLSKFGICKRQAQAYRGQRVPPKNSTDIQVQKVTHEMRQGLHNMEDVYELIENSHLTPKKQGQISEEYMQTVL
#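 Competitive HTRF cAMP read-out (cryptate anti-cAMP antibody, cAMP-d2; 30 min, room temperature) in freshly harvested TSHR cells. Compounds added before TSH at EC80 (4nM final), followed by 2 hours' incubation at 37 deg C.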
# PTAP TSG101 blk: blocks PTAP/TSG101 interaction to inhibit HIV-1 budding; Fluorescence polarization, FITC-PTAP peptide / Tsg101 binding; Potency, µM (top dose mostly 115 µM), for the others: at the highest dose activity change, negative = inhibition, hits mostly inhibitors; 340,000 tested, under 10 active; active = well fitted inhibition curve with a large enough effect in the main read-out, with a control signal flat, not every such curve was filed as active; inconclusive = small, poorly fitted or top-dose-only effect, or effect the other way, or a change in a side signal; inactive = no such curve, though single readings can be large or run the other way; note: potency is the fitted concentration of half-maximal effect; % of control where 0% means no effect
#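 Fluorescence polarization binding of Tsg101 binding domain (10 uM final) to FITC-labeled PTAP peptide (50 nM final) in HEPES pH 7.5 buffer with NaCl, Tween 20, EDTA, TCEP. Compounds added before peptide; binding 20 min at RT.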
# TCR activator: activators of T cell receptors; primary human leukocytes, anti-CD3, IL-2 HTRF, 48 h; Potency, µM (doses to about 9.22 µM), without a hit: top-dose activation of IL-2 secretion, most hits filed as activators; 330,000 tested, under 10 active; AID 504894; note: % of control where 0% means no effect
#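 Primary human leukocytes were stimulated with a-CD3 beads plus compounds for 48 hr without co-stimulation; secreted IL-2 was quantified by HTRF using a-IL-2-K (europium cryptate) and a-IL-2-d2, excited at 320nm with acceptor emission read at 665nm.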
# Integrin act MD: integrin-mediated muscular dystrophy alleviation activation. Potency, µM (highest dose often 38.3 µM), inactives show at the top dose activation, most hits filed as activators. 350,000 compounds, 0.064% hits. alpha7betagal myoblasts, beta-gal FDG fluorescence, 48 h. AID 624291;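 note: potency is the fitted concentration of half-maximal effect; 100% = response of the positive control SU9516; nearly all actives have a fitted effect of over 60% in size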
#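 Alpha7betagal+/- myoblasts (passage 13) were plated 16-24 hr, then exposed to compounds (1:260 dilution of DMSO stock) for 48 hours at 37C. After MPER lysis, β-galactosidase reporter activity was read as FDG fluorescence (ex 480/em 540) after 30 minutes.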
# The depositor's hits bear a star; u = inconclusive; x = not tested or not shown; & = joins results of further samples; [ ] = remark or other dose. Unless noted, calls come from the whole dose curve; as a rule, active = well fitted curve in the direction sought with a large enough effect; inconclusive = small, poorly fitted or top-dose-only effect, or another doubt; inactive = no such curve, though single readings can be large; an effect the other way counts as inactive or inconclusive.
SMILES,MBNL1-CUG inh,A-T KAP1 phos,Mito fusion act,Menin MLL FP TR,S-ASM inh,CXXC DNA block,TSHR antag,PTAP TSG101 blk,TCR activator,Integrin act MD
O=C(CCCn1cncn1)N1CCCC(Nc2ccc(F)cc2)C1 (centres undefined),-2%,2%,0%,x,3%,6%,6,x,3%,16%
COc1cc(SC)ccc1C(=O)N1CCc2ccccc21,8%,3%,0%,-1%,-3%,4%,-2,0%,x,6%
O=C(Oc1ccccc1)c1cc2ccccc2oc1=O,u,-1%,9%,7%,1%,-1%,16,-1%,4%,-24%
CN1CCC(N(C)CC(=O)Nc2cccc(Oc3ccccc3)c2)CC1,-5%,4%,-4%,0%,-3%,0%,-4,-8%,-5%,-24%
CC(=O)Nc1cccc(/C(C)=N/Nc2ccc(S(=O)(=O)Nc3ccccc3C(=O)O)cc2[N+](=O)[O-])c1,x,x,x,x,-25%,x,x,-8%,-3%,5%
Cc1cc(NC(=O)COC(=O)C2CC(=O)N(c3ccccc3)C2)no1 (centres undefined),-5%,5%,-22%,-22%,3%,-12%,8,0%,-2%,0%
COC(=O)c1sc(S(=O)(=O)NCCC(=O)O)c(C(=O)OC)c1C,2%,-3%,5%,u,6%,-14%,-1,-9%,6%,-19%
S=c1nc(-c2ccccc2)[nH]c2ccc(Br)cc12,11%,32µM*,-8%,x,-4%,-7%,9,-2%,3%,17%
COc1cccc(N2CCN(CC(=O)NCc3cccs3)CC2)c1,-4%,8%,-1%,-14%,3%,2%,-8,3%,5%,2%
Cc1cc([N+](=O)[O-])ccc1-c1ccc(/C=N/NC(=O)Cc2ccccc2)o1,23%,5%,-2%,16%,2%,31%[activator],-6,u,-3%[46.1 µM],-13%
C=CCn1c(SCCCC)nc(O)cc1=O,-3%&-8%,7%&-3%,-1%&-4%,2%,4%&3%,2%&-6%,-4&19,0%&-3%,7%&-1%,6%&29%
COC(=O)c1ccc(COc2ccc(C)cc2[N+](=O)[O-])o1,u,1%,-10%,x,-1%,6%,-4,-2%,1%,12%
CNC(=O)c1cc(C(=O)c2ccc(Cl)cc2)c[nH]1,-8%,9%,-4%,-9%,-1%,2%,-11,0%,0%,-19%
CC1CC(C)CN(CCCNS(=O)(=O)c2ccc3c(c2)oc(=O)n3C)C1 (centres undefined),0%,13%,-2%,x,1%,u,6,-1%,3%,-1%
NC(=O)[C@@H]1CCCNc2c(I)cc([N+](=O)[O-])cc2C(=O)N[C@@H](CCC(=O)O)C(=O)N[C@@H](CO)C(=O)N1,u,-14%,-2%,-11%,-1%,-3%,3,0%,0%,2%
CCC1=NN(S(=O)(=O)c2ccc(C)cc2)C(O)(C(F)(F)F)C1 (centres undefined),1%,3%,-6%,-21%,-1%,1%,0,-5%,-6%,10%
CCN1/C(=C2/SC(=S)N(NC(C)=O)C2=O)Sc2ccc(OC)cc21,u,-16%,1%,8%,-3%,u,-9,-7%,x,0%
Cc1c(NC(=O)COC(=O)C(c2ccc(Cl)cc2)C(C)C)c(=O)n(-c2ccccc2)n1C (centres undefined),-6%,4%,2%,u,3%,3%,-8,1%,4%,-11%
Cc1cc(C)nc(SCCCNCc2c(F)cccc2Cl)n1,-7%,-8%,-3%,u,-2%,-9%,-2,-5%,1%,-29%
CN(c1ccccc1)S(=O)(=O)c1cccc(NC(=O)c2cncc(Br)c2)c1,-20%,9%,u,x,-8%,-3%,-6,-5%,-6%,0%
COc1ccc(CCNC(=O)COC(=O)C23CC4CC(CC(C4)C2)C3)cc1,3%,3%,u,-24%,x,-14%,u,-2%,1%[46.1 µM],-18%
O=C(NCC1CCCO1)C(C(=O)c1ccccc1)n1ccccc1=O (centres undefined),-12%,28%,2%,8%,2%,-3%,29,-9%,4%,20%
O=C(O)c1cccc(NC(=S)N/N=C/c2ccccc2OCc2cccc(Br)c2)c1,-6%,0%,-4%,u,-9%,0%,-10,-6%,0%,17%
CCOC(=O)c1cc2c(nc1N)CC(C)(CC)OC2 (centres undefined),5%,-5%,-7%,2%,24%,14%,24,-1%,-25%,24%
COC(=O)[C@]1(Cc2ccccc2)N[C@H](CN(C)C(=O)Nc2ccc(F)cc2)[C@@H]2C(=O)N(C)C(=O)[C@@H]21,x,3%,x,x,7%,x,-12,-2%,-6%,19%
O=c1c(Cc2c(F)cccc2Cl)c(O)ccn1CCc1ccccn1,-8%,-6%,4%,2%,-3%,2%,2,-6%,1%,24%
Cc1ccnc(NS(=O)(=O)c2ccc(NC(=O)c3ccc4c(c3)OCCO4)cc2)n1,-9%,0%,-1%,2%,13%,-4%,10,-1%,1%,u
O=C(NC(Cc1ccccc1)C(=O)NC1CC1)OCc1ccccc1 (centres undefined),-9%,3%,3%,-6%,1%,0%,6,0%,-2%,-13%
Cn1ccnc1SCCNC(=O)C1CCC(=O)N(Cc2ccc(Cl)cc2)C1 (centres undefined),0%,-1%,-6%,22%,-2%,-6%,3,-1%,-7%,4%
NC(=O)C1(c2ccccc2)CCCN1C(=O)c1ccc(Br)cc1 (centres undefined),7%,0%,-5%,-4%,2%,-2%,-9,-1%,x,-22%
Cc1cccc2cc(C#N)c(NCCNS(=O)(=O)c3ccccc3)nc12,5%,3%,22%,11%,199%[activator],8%,-7,4%,4%,3%
COCCN(C(=O)c1ccccc1OC1CCN(S(C)(=O)=O)CC1)C(C)C,2%,2%,1%,4%,-3%,0%,-9,0%,3%,15%
CS(=O)(=O)N(CC(=O)N1CCOCC1)c1ccc2c(c1)OCO2,3%,-1%,-3%,2%,1%,1%,1,-3%,0%,-4%
COc1ccc(OC)c(NC(=O)CSc2nc(=O)n(Cc3ccccn3)c3c2CCC3)c1,x,-1%,-4%,x,-2%,x,-2,-1%,2%,-14%
C/C(=N\NC(=S)NCc1ccccc1)c1ccc(C)o1,-7%,0%,-5%,10%,-1%,-3%,2,-6%,-2%,14%
CCSc1nnc(NC(=O)c2ccc(C)o2)s1,-3%,-1%,12%,-1%,-2%,1%,-3,-7%,-3%,19%
C/C(CC(=O)Nc1ccc(N(C)C)cc1)=N\NC(=O)c1ccc([N+](=O)[O-])cc1,u,-36%,-9%,9%,3%,2%,25,-5%,11%,-40%
CCN(CC)CCNCC(O)(c1ccc(Cl)cc1)c1ccc(Cl)cc1,x,-1%,-1%,u,0%,7%,7,-3%,-2%,-64%[inhibitor]
O=c1c2c3nc4ccccc4nc3n(Cc3ccccc3)c2ncn1Cc1ccco1,37%[activator],0%,4%,u,176%[activator],-4%,-6,4%,-16%,3%
O=C(c1cccc(S(=O)(=O)NCc2ccccc2)c1)N1CCN(c2ccccc2Cl)CC1,x,x,x,x,-9%,x,x,-7%,-22%,-19%
O=S1(=O)CCN2C(c3ccc4c(c3)CCCC4)=CSC2=N1,0%,-6%,6%,-27%,1%,-4%,1,-2%,3%,10%
Cc1oc2c(c1C(=O)NCCCC(=O)O)CCCC2,2%,6%,-3%,3%,1%,13%,4,-2%,2%,-23%
CCCc1cc(C(=O)OC)c(NC(=O)c2cc(C)on2)s1,1%,10%,u,0%,-13%,-11%,-19,-6%,-3%[46.1 µM],7%
O=S(=O)(c1ccc2c(c1)OCCO2)N(Cc1ccc(F)cc1)Cc1nnc(-c2cccs2)o1,-4%,19%,15%,0%,-6%,7%,-42,-4%,4%,12%
COc1ccc(OC)c(/C=C/C(=O)OCC(=O)Nc2ccc3c(c2)OCCO3)c1,-18%,0%,1%,8%,480%[activator],7%,5,-1%,0%[46.1 µM],11%
COCCNC(=O)c1ccccc1NC(=O)CN(c1ccc2c(c1)OCO2)S(C)(=O)=O,-3%,1%,6%,-22%,5%,-3%,2,-7%,2%,4%
CCOC(=O)C1=C(CSc2nc(-c3ccncc3)ccc2C#N)OC(N)=C(C#N)C1c1cccnc1 (centres undefined),u,9%,3%,-7%,-2%,7%,0,-12%,0%,-18%
COc1cccc(-n2c(=O)c3ccccc3n(CC(=O)NCC3CCCO3)c2=O)c1 (centres undefined),-1%,-3%,-2%,-11%,1%,-11%,8,0%,0%,4%
CC1CCN(S(=O)(=O)c2ccc3c(c2)N(CC(=O)NCCCN2CCCC(C)C2)C(=O)CS3)CC1 (centres undefined),-7%,0%,0%,x,-1%,17%,5,-2%,1%,-18%

# This is a subset; the hit share may differ from the screen's.
